Source: PubChem
MCF10A rerep = A quantitative high throughput screen for small molecules that induce DNA re-replication in MCF 10a normal breast cells | MCF 10A DNA re-replication, Hoechst nuclear intensity, 48 h | Potency, µM (titrated, usually from 46.1 µM), for the others: at the top dose activity, positive = re-replication, usual class: activators | 350,000 compounds, 2.9% hits; further: potency means the concentration at half of the fitted maximal effect; % of control where 0% means no effect; nearly all actives have a fitted effect of over 50% in size
KB-3-1 cytotox = qHTS assay for MDR1-selective chemotherapeutics: Primary screen using the parental adenocarcinoma cell KB-3-1 | KB-3-1 viability, CellTiter-Glo ATP luminescence, 72 h | Potency, µM (highest dose often 46.1 µM), without a hit: at the highest dose activity change, negative = cytotoxic, actives largely listed as cytotoxic | 400,000 compounds, 1.4% hits | AID 1347075, 2019; further: potency means the concentration at half of the fitted maximal effect; on the % scale 0 is the no-effect control and ±100 the full control effect; nearly all actives have a fitted effect of over 60% in size
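Luminescent ATP read-out (CellTiter-Glo) measures survival of drug-naive KB-3-1 cells after 72 h compound exposure at 37 °C. Titration series was screened from lowest to highest concentration, with DMSO vehicle plates as background controls.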
KB-V1 MDR tox = qHTS assay for MDR1-selective chemotherapeutics: Primary screen using the drug-selected MDR subline cells KB-V1; 400,000 compounds, 3.4% hits; Potency, µM (highest dose often 46.1 µM), inactives show top-dose activity change, negative = cytotoxicity, most hits filed as cytotoxic; AID 1347076, 2019; KB-V1 MDR cells viability, CellTiter-Glo, 72 h; further: potency means the concentration at half of the fitted maximal effect; on the % scale 0 is the no-effect control and ±100 the full control effect; nearly all actives have a fitted effect of over 60% in size
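Readout: CellTiter-Glo luminescence, 10 min after addition. Cells: KB-V1 MDR subline, 72 h at 37 degrees C with compound. Analysis: corrected, normalized data fitted to concentration-effect curves.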
SW480 rereplic = A quantitative high throughput screen for small molecules that induce DNA re-replication in SW480 colon adenocarcinoma cells; SW480 DNA re-replication, Hoechst DNA content imaging, 48 h; Potency, µM (series often up to 46.1 µM), for the others: at the top dose re-replication activation, most hits filed as activators; 340,000 compounds, 1.8% hits; further: potency means the concentration at half of the fitted maximal effect; % of control where 0% means no effect; nearly all actives have a fitted effect of over 55% in size
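Readout is total intensity of Hoechst-stained nuclei, excited at 405 nm and collected at 500-530 nm. Compound treatment lasted 48 hr at 37 C in 5% CO2 before staining.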
HT1080 IDH1KD tx = qHTS for induction of synthetic lethality in tumor cells producing 2HG: qHTS for the HT-1080-IDH1KD cell line | HT-1080 IDH1 knockdown viability, ATP luminescence, 48 h | Potency, µM (top dose mostly 46.1 µM), for inactives: at the top dose activity, negative = toxicity, usual class: cytotoxic | 360,000 compounds, 2% hits | AID 686971, 2013;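 further: potency means the concentration at half of the fitted maximal effect; 0% = DMSO wells and -100% = cell-free medium wells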
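IDH1KD HT-1080 cells, 750/well, RPMI + 5% FBS; compound pinned after 2 h settling; 48 h, 37 °C; CellTiter-Glo luminescence; % activity normalised to DMSO and no-cell wells; curves fitted, classed by r2 and efficacy.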
WRN inhibitor = qHTS for Inhibitors of WRN Helicase; Potency, µM (titrated, usually from 114 µM), without a hit: top-dose activity change, negative = inhibition, most hits filed as inhibitors; 360,000 compounds, 0.46% hits; WRN helicase unwinding, fluorescent forked duplex, kinetic; Bifunctional 3'-5' exonuclease/ATP-dependent helicase WRN (Homo sapiens), Q14191; further: potency means the concentration at half of the fitted maximal effect; on the % scale 0 is the no-effect control and ±100 the full control effect; nearly all actives have a fitted effect of over 55% in size
Target sequence (Q14191 whole entry, looked up): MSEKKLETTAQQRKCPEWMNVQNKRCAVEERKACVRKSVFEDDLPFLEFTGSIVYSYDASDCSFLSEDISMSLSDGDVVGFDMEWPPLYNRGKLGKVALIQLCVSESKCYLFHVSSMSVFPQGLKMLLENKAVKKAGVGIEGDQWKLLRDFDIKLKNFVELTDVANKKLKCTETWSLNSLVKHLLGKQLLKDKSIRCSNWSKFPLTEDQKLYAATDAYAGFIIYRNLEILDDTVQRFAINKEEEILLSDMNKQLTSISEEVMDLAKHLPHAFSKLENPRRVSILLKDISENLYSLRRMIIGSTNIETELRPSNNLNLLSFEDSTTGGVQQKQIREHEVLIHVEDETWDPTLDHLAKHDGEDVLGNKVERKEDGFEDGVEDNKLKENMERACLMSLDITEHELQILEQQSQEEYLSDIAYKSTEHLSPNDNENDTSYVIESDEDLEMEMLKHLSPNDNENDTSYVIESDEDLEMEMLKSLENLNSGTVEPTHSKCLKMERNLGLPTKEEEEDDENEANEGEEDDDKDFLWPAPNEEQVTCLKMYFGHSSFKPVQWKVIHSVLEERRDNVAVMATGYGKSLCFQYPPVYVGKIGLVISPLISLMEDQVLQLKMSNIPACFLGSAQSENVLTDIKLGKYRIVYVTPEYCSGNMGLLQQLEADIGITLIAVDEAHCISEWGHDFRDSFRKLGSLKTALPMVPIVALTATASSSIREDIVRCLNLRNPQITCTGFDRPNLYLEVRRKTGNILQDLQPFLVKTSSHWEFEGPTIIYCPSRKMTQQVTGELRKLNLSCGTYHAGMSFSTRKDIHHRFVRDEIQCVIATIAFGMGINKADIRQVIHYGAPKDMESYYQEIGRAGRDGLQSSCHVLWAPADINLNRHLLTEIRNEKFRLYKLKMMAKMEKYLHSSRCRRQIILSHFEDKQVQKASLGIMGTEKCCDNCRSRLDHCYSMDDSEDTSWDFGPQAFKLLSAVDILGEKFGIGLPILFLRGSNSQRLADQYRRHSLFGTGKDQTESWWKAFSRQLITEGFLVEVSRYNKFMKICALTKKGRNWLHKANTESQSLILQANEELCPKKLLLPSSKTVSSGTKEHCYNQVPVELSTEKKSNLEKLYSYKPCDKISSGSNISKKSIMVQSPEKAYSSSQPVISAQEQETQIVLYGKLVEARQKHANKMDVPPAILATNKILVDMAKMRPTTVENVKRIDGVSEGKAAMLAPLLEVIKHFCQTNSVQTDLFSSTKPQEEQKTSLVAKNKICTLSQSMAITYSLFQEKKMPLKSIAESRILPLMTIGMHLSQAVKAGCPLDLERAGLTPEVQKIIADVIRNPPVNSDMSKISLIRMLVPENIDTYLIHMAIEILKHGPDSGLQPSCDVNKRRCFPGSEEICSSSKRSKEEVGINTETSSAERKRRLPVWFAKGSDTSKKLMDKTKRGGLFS
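Kinetic red-fluorescence monitoring (525/598 nm) tracks WRN helicase activity after 100 nM fluorophore-quencher forked duplex and 2 mM ATP are added to 20 nM enzyme pretreated 15 min at room temperature with compound.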
IL-1B inflam inh = qHTS for Inhibitors of Inflammasome Signaling: IL-1-beta AlphaLISA Primary Screen | THP-1 LPS/ATP IL-1B secretion, AlphaLISA, 16 h; stronger effect = lower value | activity change, % at 57.5 µM | 360,000 compounds, 4.7% hits; in the data active means activity change below about -50%; inconclusive means mostly about -30% to -49%; further: on the % scale 0 is the no-effect control and ±100 the full control effect
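Secreted IL-1B measured by AlphaLISA bead assay after 16 h compound exposure of THP-1 cells; compounds (final up to 57.5 uM) added 1 h before LPS (250 ng/mL) and ATP (1.25 mM) stimulation; lower signal means less secretion.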
ATXN2 expr inh = Primary qHTS for Inhibitors of ATXN expression. HEK-293 ATXN2-luciferase reporter, luminescence, 24 h. 360,000 compounds, 0.72% hits. Potency, µM (top dose mostly 57 µM), without a hit: at the top dose activity change, negative = inhibition, hits mostly inhibitors. AID 1745845, 2022; further: potency means the concentration at half of the fitted maximal effect; on the % scale 0 is the no-effect control and ±100 the full control effect; nearly all actives have a fitted effect of over 55% in size
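qHTS (up to 57 uM final) was run with 24 h compound exposure of reporter cells at 37 °C. Each well was multiplexed: SteadyGlo luminescence measured ATXN2-luciferase expression after a fluorogenic Gly-Phe-AFC viability readout (25 uM final).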
HT1080NT lethal = qHTS for induction of synthetic lethality in tumor cells producing 2HG: qHTS for the HT-1080-NT fibrosarcoma cell line; HT-1080-NT fibrosarcoma viability, CellTiter-Glo ATP luminescence, 48 h; Potency, µM (series often up to 46.1 µM), without a hit: at the highest dose activity, negative = less viability, actives largely listed as cytotoxic; 360,000 compounds, 1.6% hits; AID 686970, 2013;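 further: NT is the 2HG producing partner of a matched IDH1 knockdown line; potency means the concentration at half of the fitted maximal effect; 0% = DMSO-treated cells and -100% = media-only wells without cells; nearly all actives have a fitted effect of over 55% in size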
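Luminescent CellTiter-Glo readout after 48 hours of compound exposure at 37 degrees C defined viability of HT-1080-NT cells. Activity was normalized to DMSO wells and cell-free media wells; concentration-response curves were fitted and assigned curve classes.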
The depositor's hits bear a star; u = inconclusive; x = not tested or not shown; [ ] = remark or other dose. Unless noted, the call rests on the fitted dose curve; in most records, active means well fitted curve in the direction sought with a large enough effect; inconclusive means small, poorly fitted or top-dose-only effect, or another doubt; inactive means no such curve, though single readings can be large; an effect the other way counts as inactive or inconclusive.

SMILES	MCF10A rerep	KB-3-1 cytotox	KB-V1 MDR tox	SW480 rereplic	HT1080 IDH1KD tx	WRN inhibitor	IL-1B inflam inh	ATXN2 expr inh	HT1080NT lethal
CC1CCCCN1C(=O)CNCc1ccc(F)cc1 (stereo unspecified)	-10%	1%	13%	-1%	22%	-7%	-8	21%	6%
O=C(NNC(=O)C1CCN(c2ncccn2)CC1)c1ccccc1	-7%	-1%	1%	-17%	12%	-3%	5	x	4%
Nc1cc(C(=O)N2CCCC2)cc(C(=O)N2CCCC2)c1	13%	6%	0%	1%	11%	4%	-6	2%	-3%
CC(C)N1CCC(N2CCN(Cc3ccc4nsnc4c3)CC2CCO)CC1 (stereo unspecified)	-7%	-2%	2%	16%	-3%	1%	39	48%[activator]	-3%
COc1cccc(-c2cc(NC=O)c3ncc(-c4cc(OC)c(OC)c(OC)c4)n3c2)c1	x	1µM*	2.1µM*	x	u	-26%	106	-29%	u
COc1cc2c(cc1OC)C1C/C(=N\O)C(CC(C)C)CN1CC2 (stereo unspecified)	14%	-7%	-7%	0%	-2%	14%	30	-9%	0%
CC1CC(C)CN(S(=O)(=O)c2ccc3c(c2)n(C)c(=O)c(=O)n3C)C1 (stereo unspecified)	3%	11%	19%	19%	19%	1%	13	-10%	u
CC(CCC(=O)O)C1CCC2C3CC(O)C4CC(O)CC[C@]4(C)C3CCC12C (stereo partly specified)	-8%	0%	19%	-9%	12%	5%	8	2%	1%
CCn1c(CC(=O)Nc2ccc(Cl)c(Cl)c2)nnc1SCc1ccc(Cl)cc1	-2%	10%	-4%	-2%	1%	-4%	-5	-5%	0%
Cc1sc(NC(=O)c2ccccc2)c(C(=O)N2CCN(C)CC2)c1C	1%	-1%	-25%	-6%	-2%	-6%	15	1%	1%
COc1ccc(COCC(O)CN2CCC(CN3C(=O)c4cccc5cccc(c45)C3=O)CC2)cc1OC (stereo unspecified)	-1%	-23%	u	-695%[inhibitor]	u	18%	-88*	-28%	u
CN(C)C(=O)c1cccc(-c2cnc3c(NC=O)cc(-c4ccc(C(=O)N5CCOCC5)cc4)cn23)c1	x	0%	2%	x	-14%	13%	-14	4%	-6%
Cc1ccc2c(CNCc3ccccc3)cc(=O)oc2c1	12µM*	5.2µM*	3.7µM*	8.2µM*	8.2µM*	-2%	26	u	5.2µM*
Cc1ccc(C(=O)COC(=O)c2cc(Cl)ccc2O)cc1[N+](=O)[O-]	u	10%	16%	-5%	15%	-2%	-16	-8%	16%
CC(C)(C)N1CC2(c3ccccc3)CN(C(C)(C)C)CC(c3ccccc3)(C1)C2=O	-1%	-4%	-10%	-6%	-2%	5%	-6	-2%	-4%
CC(=O)Nc1ccc(S(=O)(=O)Nc2cc(C)ccn2)cc1	4%	14%	25%	-12%	3%	3%	-19	10%	10%
O=C(COC(=O)c1ccccc1Cl)Nc1cccnc1Cl	-2%	4%	u	5%	-1%	10%	-14	-10%	7%
CN(C)C(=S)NC1CCS(=O)(=O)C1 (stereo unspecified)	-1%	0%	5%	-2%	0%	10%[57.1 µM]	12	-3%	9%
CN(C)CCP(=O)(c1ccccc1)c1ccccc1	u	21%	14%	-3%	9%	-7%	20	4%	-2%
CSCCC(NC(=O)/C(=C/c1ccc2c(c1)OCO2)NC(=O)c1cccc([N+](=O)[O-])c1)C(=O)O (stereo unspecified)	4%	0%	0%	-2%	13%	6%	-5	x	13%
CCOc1ccccc1NC(=O)Cn1c(=O)c2ccccc2n(CC)c1=O	-3%	-2%	4%	2%	-1%	-4%	24	-13%	0%[9.24 µM]
CN(C(=O)Nc1ccc(F)cc1)[C@H]1C[C@H]2c3[nH]c4ccccc4c3CCN2C(=O)[C@H]1CO	x	9%	0%	x	8%	0%	-3	13%	3%
C=CCn1cnc2c(nnn2-c2ccc(OC)c(OC)c2)c1=O	-2%	15%	-22%	-2%	4%	4%	-11	-17%	u
CCCCCCC1CC(=CN(C)C)C(=O)O1 (stereo unspecified)	x	-17%	-3%	x	-30%	-3%	9	x	u
CC(C)=CC(=O)N1CCCC(N2CCN(c3ccc(F)cc3)CC2)C1 (stereo unspecified)	1%	3%	6%	-11%	8%	-3%	0	4%	2%
Cn1c(NN)nc2ccccc2c1=O	6%	-6%	-10%	0%	0%	-1%	7	3%	-9%
CCOc1ccc(-c2nc(CSc3nnc(C)s3)cs2)cc1OC	0%	2%	-5%	-5%	-5%	-20%	-19	43%[activator]	-5%
CC(NC(=O)COC(=O)CSc1ccc(F)cc1)c1ccc(F)cc1 (stereo unspecified)	-3%	-3%	2%	9%	-4%	-3%	4	-14%	1%
CCNC(=O)NC(=O)C(C)SCc1ccccc1C (stereo unspecified)	0%	0%	3%	3%	6%	4%	-7	1%	-2%
Cc1cc(C)cc(NS(=O)(=O)c2ccc(Oc3ncc(C(F)(F)F)cc3Cl)cc2)c1	u	0%	16µM*	39%	-28%	-29%	-75*	-10%	23µM*
COc1ccccc1NC(=O)NCC(=O)Nc1ccc(F)c(F)c1	u	16%	13%	-2%[9.22 µM]	12%	-2%	-18	-1%	15%
CCc1nc2ccc(C(=O)NCc3cccs3)cn2c1N(CCC(C)C)CCN(C)C	x	0%	2%	x	u	3%	-25	9%	u
COc1ccc(Nc2nc(-c3ccccc3O)nc3ccccc23)cc1	-17%	-2%	u	-1%	u	-11%	x	-25%	u
Cc1ccc(-c2nc(SC(C)C(=O)N3CCCC3)n[nH]2)cc1 (stereo unspecified)	4%	0%	u	-4%	2%	-2%	11	5%	2%
O=C(c1csc2ccccc12)N1CCN(c2ccc(Cl)c(Cl)c2)CC1	-186%[0.0737 µM]	-1%	-11%	2%	22%	1%	-13	-33%	1%
CCCCn1c(N)c(N(CCOC)C(=O)c2cccc(N3C(=O)c4ccccc4C3=O)c2)c(=O)[nH]c1=O	-2%	1%	u	-3%	5%	-5%	12	5%	6%
Cc1occc1C(=O)N1CCN(c2ccc([N+](=O)[O-])cc2)CC1	4%	u	-22%	u	-4%	3%	-4	-22%	0%
O=C1C2CCCN2C(=S)N1c1cc(Cl)ccc1Cl (stereo unspecified)	u	u	u	-91%[inhibitor]	-15%	-13%	-66*	5%	-15%
COCC(C)n1c(C)cc(C(=O)CSc2nnnn2C2CCCC2)c1C (stereo unspecified)	14%	-9%	6%	0%	10%	-9%	1	x	0%
CCOC(=O)N1CCC(N2CCCC(CO)(Cc3cccc(OC)c3)C2)CC1 (stereo unspecified)	2%	1%	0%	-151%[inhibitor]	6%	5%	-9	x	9%
Cn1nnc(NC(=O)c2ccc3ccccc3c2)n1	7%	17%	8%	1%	10%	-8%	-17	16%	22%
O=C(COc1ccccc1Cl)NCCCNC(=O)c1cnccn1	6%	13%	-8%	-3%	7%	11%	10	4%	22%
c1cc2c3c(cccc3c1)-c1cnccc1-2	1%	7%	-4%	-3%	-12%	14%	-66*	-22%	-10%
CC1=C(C(=O)N(C(C)C)C(C)C)CC(CC(=O)NC2CCCCC2)C(=O)N1Cc1ccccc1 (stereo unspecified)	x	-10%	-5%	x	-9%	6%	-22	5%	-11%
O=S(=O)(O)c1cccc(N=Nc2c(O)ccc3ccccc23)c1	-3%	-5%	u	-22%	-8%	-15%	8	x	-7%
Cc1ccc(C(C(=O)NCc2ccc(F)cc2)N(C(=O)c2csnn2)C2CC2)o1 (stereo unspecified)	2%	-6%	-5%	0%	4%	0%	7	4%	-3%
O=C(N[C@H]1c2ccccc2C[C@H]1O)[C@H]1O[C@@H](n2ccc(=O)[nH]c2=O)[C@H](O)[C@@H]1O	x	0%	1%	x	16%	-1%	9	2%	18%
O=S(=O)(c1cccc2nsnc12)N1CCc2ccccc2C1	17%	-13%	-22%	3%	4%	1%	-11	9%	17%
CNC(=O)CSc1nc2nc(C)cc(C)n2n1	12%	-20%	11%	u	-3%	2%	0	-7%	2%
O=C(NN1C(=O)C2C3CCC(O3)C2C1=O)c1ccc(Br)o1 (stereo unspecified)	0%	4%	-4%	-4%	16%	-6%	11	7%	9%
CCCCN(C=O)c1c(CC)nc2c(OCc3ccc(Cl)cc3Cl)cccn12	x	u	0%	x	u	-10%	-19	-12%	u
S=C(NCc1ccncc1)Nc1ccc(Cl)cc1Cl	-8%	-2%	-4%	-3%	-5%	3%	22	-17%	-2%

Retrieved by structure from the entries so far, 2 records:
SMILES	MCF10A rerep	KB-3-1 cytotox	KB-V1 MDR tox	SW480 rereplic	HT1080 IDH1KD tx	WRN inhibitor	IL-1B inflam inh	ATXN2 expr inh	HT1080NT lethal
O=S(=O)(c1cccc2nsnc12)N1CCc2ccccc2C1	17%	-13%	-22%	3%	4%	1%	-11	9%	17%
CCCCN(C=O)c1c(CC)nc2c(OCc3ccc(Cl)cc3Cl)cccn12	x	u	0%	x	u	-10%	-19	-12%	u

Rewritten with values under each structure: entries from further up.
Below each SMILES – MCF10A rerep	KB-3-1 cytotox	KB-V1 MDR tox	SW480 rereplic	HT1080 IDH1KD tx	WRN inhibitor	IL-1B inflam inh	ATXN2 expr inh	HT1080NT lethal
CNC(=O)CSc1nc2nc(C)cc(C)n2n1
  12%	-20%	11%	u	-3%	2%	0	-7%	2%
O=C(NN1C(=O)C2C3CCC(O3)C2C1=O)c1ccc(Br)o1 (stereo unspecified)
  0%	4%	-4%	-4%	16%	-6%	11	7%	9%
